# CXXC DNA block – inhibitors of human MLL CXXC domain-DNA interaction. Q03164. MLL-CXXC / FITC-HOXA9 DNA fluorescence polarization. Potency, µM (titrated, usually from 115 µM), inactives show at the top dose activity change, negative = inhibition, hits mostly inhibitors. hit rate 0.037% among 290,000. AID 2662; active = well fitted inhibition curve with a large enough effect in the polarisation, with a control signal flat, not every such curve was filed as active; inconclusive = small, poorly fitted or top-dose-only effect, or effect the other way, or a change in a side signal; inactive = no such curve, though single readings can be large or run the other way; the % refers to the polarisation; note: potency is the fitted concentration of half-maximal effect
#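 Fluorescence polarization: 7 uM MLL-CXXC (stock) preincubated 5 min with compounds, then 50 nM fluorescein-HOX-A9 DNA (stock) added; 30 min ambient. Buffer 50 mM Tris-HCl pH 7.5, 50 mM NaCl, 1 mM DTT, 0.05% BSA.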
# A-T KAP1 phos – potential ataxia-telangiectasia treatment. Potency, µM (titrated, usually from 57.5 µM), for the others: top-dose activation, hits mostly activators. hit rate 0.19% among 320,000. […] A-T fibroblasts, KAP-1 phosphorylation AlphaLISA; neocarzinostatin DNA damage 30 min before lysis; note: potency is the fitted concentration of half-maximal effect; % of control where 0% means no effect; nearly all actives have a fitted effect of over 45% in size
#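 hTERT-immortalized A-T patient fibroblasts ([…]), 500 cells/well in OPTI-MEM, 1% FBS, got compounds for 60 min, then NCS for 30 min at 37C. Lysates were then assayed for phospho-KAP-1 by AlphaLISA (anti-pKAP1 donor, anti-KAP1 acceptor beads), 6 hr at 25C.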
# Menin MLL FP TR – menin-MLL binding inhibition, Texas Red mutant peptide; Menin + Texas Red MLL mutant peptide, fluorescence polarization; Potency, µM (series often up to 61.6 µM), for the others: at the highest dose FP activity change, negative = inhibition, usual class: inhibitors; hit rate 0.23% among 270,000; AID 1768; active = well fitted inhibition curve with a large enough effect in the polarisation, with a control signal flat, not every such curve was filed as active; inconclusive = small, poorly fitted or top-dose-only effect, or effect the other way, or a change in a side signal; inactive = no such curve, though single readings can be large or run the other way; the % refers to the polarisation; note: potency is the fitted concentration of half-maximal effect; % of control where 0% means no effect; many of its hits are not listed in these tables
# Target sequence (O00255 whole entry, looked up): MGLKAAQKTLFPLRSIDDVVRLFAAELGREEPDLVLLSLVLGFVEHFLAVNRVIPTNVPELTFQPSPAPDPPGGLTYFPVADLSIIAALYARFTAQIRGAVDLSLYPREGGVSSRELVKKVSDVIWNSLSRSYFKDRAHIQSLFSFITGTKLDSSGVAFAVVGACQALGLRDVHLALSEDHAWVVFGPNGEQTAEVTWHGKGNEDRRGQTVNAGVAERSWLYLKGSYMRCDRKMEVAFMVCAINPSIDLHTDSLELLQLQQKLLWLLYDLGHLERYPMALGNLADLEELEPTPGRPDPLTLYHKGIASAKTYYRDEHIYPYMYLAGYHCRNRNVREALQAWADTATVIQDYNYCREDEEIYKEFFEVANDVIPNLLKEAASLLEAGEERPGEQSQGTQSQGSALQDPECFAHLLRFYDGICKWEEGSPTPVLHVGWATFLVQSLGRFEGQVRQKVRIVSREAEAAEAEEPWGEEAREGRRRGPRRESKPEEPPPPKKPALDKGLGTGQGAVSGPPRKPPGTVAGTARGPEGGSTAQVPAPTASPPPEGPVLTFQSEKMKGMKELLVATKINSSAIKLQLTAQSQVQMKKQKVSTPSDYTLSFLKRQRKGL
# TSHR antagonist – human thyrotropin receptor antagonism. P16473. TSHR-expressing cells, TSH-stimulated cAMP HTRF, 2 h; stronger effect = lower value. activity change, negative = inhibition, % at 11.5 µM. hit rate 0.2% among 330,000;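 active = activity change below a set negative limit, meaning inhibition stronger than a set level, cut at about -70% in these data; inconclusive = activity change between two set negative limits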; note: % is set by controls: 0 for no effect and ±100 for the full control effect
#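 Freshly harvested TSHR cells receive pin-tooled compound, then EC80 TSH at 4nM final. After 2 hours at 37 deg C, antibody in lysis buffer and cAMP-d2 are added; 30 minutes at ambient temperature precede the HTRF read.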
# Integrin act MD – activators of alpha7 integrin expression for muscular dystrophy; Potency, µM (series often up to 38.3 µM), inactives show at the top dose activation, most hits filed as activators; hit rate 0.064% among 350,000; alpha7betagal myoblasts, beta-gal FDG fluorescence, 48 h;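 note: potency is the fitted concentration of half-maximal effect; 100% = response of the positive control SU9516; nearly all actives have a fitted effect of over 60% in size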
#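 alpha7betagal+/- myoblasts (passage 13, 250/well) treated 48 h at 37C with compounds at 1:260 dilution of DMSO stock. Lysed, then beta-galactosidase activity read as FDG fluorescence (ex 480/em 540) after 30 min, with pre-read for autofluorescence.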
# TCR act – T cell receptor activation. primary human leukocytes, anti-CD3, IL-2 HTRF, 48 h. Potency, µM (series often up to 9.22 µM), inactives show top-dose activation of IL-2 secretion, usual class: activators. 330,000 tested, under 10 active. AID 504894; note: % of control where 0% means no effect
#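 HTRF read-out of IL-2 secretion: europium cryptate donor excited at 320nm, d2 acceptor emission at 665nm. Cells were primary human leukocytes incubated 48 hr with compounds and a-CD3 beads, supplying TCR signal only.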
# TSG101-PTAP inh – blocks PTAP/TSG101 interaction to inhibit HIV-1 budding; Potency, µM (highest dose often 115 µM), inactives show top-dose activity change, negative = inhibition, most hits filed as inhibitors; Q99816; 340,000 tested, under 10 active; AID 493005; Fluorescence polarization, FITC-PTAP peptide / Tsg101 binding; active = well fitted inhibition curve with a large enough effect in the main read-out, with a control signal flat, not every such curve was filed as active; inconclusive = small, poorly fitted or top-dose-only effect, or effect the other way, or a change in a side signal; inactive = no such curve, though single readings can be large or run the other way; note: potency is the fitted concentration of half-maximal effect; % of control where 0% means no effect
# Target sequence (Q99816 whole entry, looked up): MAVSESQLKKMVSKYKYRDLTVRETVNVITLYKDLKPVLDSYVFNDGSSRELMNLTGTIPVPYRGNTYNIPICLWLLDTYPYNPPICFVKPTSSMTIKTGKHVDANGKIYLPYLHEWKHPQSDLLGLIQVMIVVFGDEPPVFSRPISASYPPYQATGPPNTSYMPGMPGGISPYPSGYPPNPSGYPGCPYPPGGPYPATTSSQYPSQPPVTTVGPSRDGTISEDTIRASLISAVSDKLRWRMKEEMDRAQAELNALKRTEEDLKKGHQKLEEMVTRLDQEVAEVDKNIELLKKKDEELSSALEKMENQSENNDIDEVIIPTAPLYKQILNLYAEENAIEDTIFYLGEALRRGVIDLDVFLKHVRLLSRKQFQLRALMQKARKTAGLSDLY
#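 Steps: Tsg101 binding domain dispensed (10 uM final), compounds pinned in DMSO, FITC-labeled PTAP-motif peptide added (50 nM final); after 20 min binding at room temperature, polarization measured.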
# S-ASM inh – inhibitors of human secretory acid sphingomyelinase | P17405 | AID 504937 | hit rate 0.006% among 340,000 | Potency, µM (top dose mostly 57.5 µM), for the others: at the highest dose activity change, negative = inhibition, hits mostly inhibitors | placental ASM, HMU-PC fluorogenic substrate, 60 min; note: potency is the fitted concentration of half-maximal effect
#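 Steps: dispense placental human ASM, pin compound, wait 10 min at room temperature, add HMU-PC0 substrate at 9 uM final, incubate 60 min at 37 °C, add stop solution raising pH to 10, read fluorescence.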
# MBNL1 CUG block – blocks human MBNL1 binding to CUG repeat RNA; TR-FRET MBNL1-His/biotin-(CUG)12 binding, 665/545 ratio; Potency, µM (top dose mostly 57.5 µM), inactives show at the top dose activity change, negative = inhibition, most hits filed as inhibitors; hit rate 0.036% among 280,000; active = well fitted inhibition curve with a large enough effect in the signal ratio, with a control signal flat, not every such curve was filed as active; inconclusive = small, poorly fitted or top-dose-only effect, or effect the other way, or a change in a side signal; inactive = no such curve, though single readings can be large or run the other way; the % refers to the signal ratio; note: potency is the fitted concentration of half-maximal effect; % is set by controls: 0 for no effect and ±100 for the full control effect
#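 Compound titration spanned 92 nM–58 uM against the MBNL1-His/biotin-(CUG)12 complex. After 60 min at room temperature with 5 nM streptavidin-XL665 and 0.055 ng/ul terbium anti-His, ratiometric 665/545 nm emission (Ex 340 nm) normalized to controls.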
# Mito fusion act – blocks mitochondrial division or promotes mitochondrial fusion; S. cerevisiae fusion-defective mutant growth rescue, CellTiterGlo 48 h; Potency, µM (doses to about 46.1 µM), inactives show at the highest dose growth rescue (activation), most hits filed as activators; hit rate 0.23% among 320,000; AID 485298;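 note: potency is the fitted concentration of half-maximal effect; % of control where 0% means no effect; nearly all actives have a fitted effect of over 45% in size; temperature-sensitive fusion mutants such as fzo1-1 at 37 °C on non-fermentable ethanol glycerol medium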
#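 Luminescent cell viability in 1536-well qHTS format served as the measure of rescued growth in ts fusion-mutant S. cerevisiae cultured on non-fermentable YPEG for 48 hours at 37C.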
# * = called active by the depositor; ? = inconclusive; · = no result given; & = joins results of further samples; [ ] = dose if it differs, or a comment. Unless noted, calls come from the whole dose curve; as a rule, active = well fitted curve in the direction sought with a large enough effect; inconclusive = small, poorly fitted or top-dose-only effect, or another doubt; inactive = no such curve, though single readings can be large; an effect the other way counts as inactive or inconclusive. Some of the compounds tested; the hit share may differ from the screen's.
SMILES,CXXC DNA block,A-T KAP1 phos,Menin MLL FP TR,TSHR antagonist,Integrin act MD,TCR act,TSG101-PTAP inh,S-ASM inh,MBNL1 CUG block,Mito fusion act
O=c1[nH]c2ccc(NC(=S)Nc3ccc(Cl)cc3Cl)cc2[nH]1,-5%,2%,·,2,5%,-1%,-6%,-2%,-6%,2%
Cc1nonc1NC(=O)CSc1nnnn1-c1ccccc1,3%,11%,-2%,0,-11%,-7%,-4%,-11%,-12%,2%
Cc1ccc(-n2ncc3c(NNC(=O)c4ccco4)ncnc32)cc1Cl,-3%,-6%,?,1,-16%,2%,-1%,5%,0%,-2%
CCCCN1C=C(C(C)=O)C(=O)CC1,·,·,·,·,-26%,-3%,-4%,-1%,·,·
O=c1cc(O)nc(-c2ccc(Cl)cc2)s1,?,1%,28%,1,-13%,0%,-4%,27%,0%,-1%
COc1ccc(C2(c3ccc(OC)cc3)NC(=O)N(CC(=O)Nc3cc(C)ccc3OC)C2=O)cc1,-11%,-1%,·,22,-15%,-3%,-1%,-15%,-6%,3%
O=C(Nc1ccncc1)OCc1ccccc1,0%,-4%,12%,-4,11%,·,0%,0%,-4%,6%
Oc1ccc(-c2nc(-c3ccc(O)c(O)c3)cs2)cc1,1%,6%,?,-5,-36%,-1%,0%,-4%,?,-3%
Cc1oc(-c2ccc(Cl)cc2)nc1CN1CCCC(C(=O)N2CCOCC2)C1 (stereo not drawn),17%,0%,-13%,-8,-5%,10%,-2%,1%,4%,-6%
Cc1ccc(CC(=O)N/N=C/c2ccc3c(c2)OCO3)cc1,-7%,0%,-8%,11,-11%,-6%,-5%,-1%,3%,0%
CCOc1ccc(/C=C/C(=O)Nc2ccccc2C(F)(F)F)cc1,-5%,-2%,-2%,-14,15%,2%[46.1 µM],1%,1%,·,-5%
CCOc1ccc(NC(=O)c2sccc2-n2cccc2)cc1,-3%,1%,1%,-2,-14%,6%,0%,-13%,7%,3%
Cc1noc(C)c1COC(=O)CCc1nc2ccccc2c(=O)[nH]1,-12%,·,-20%,11,0%,2%,-1%,3%,-5%,-5%
CSc1ncccc1C(=O)OCC(=O)NCc1ccccc1,·,0%,·,-12,-8%,0%,-1%,-1%,·,5%
CCN(CCO)Cc1csc2cccc(Br)c12,4%,8%,-5%,0,-4%,7%,1%,2%,3%,-1%
CCOC(=O)C1=C(COC(=O)COc2ccccc2C(C)C)NC(=O)NC1C (stereo not drawn),·,-13%,·,9,11%,2%,-1%,-4%,·,-5%
Cc1cc(C)n2c(SCCC(C)C)nnc2n1,2%,6%,-10%,3,19%,-1%,-1%,1%,-13%,7%
O=C(OCC(=O)N1CCCc2ccccc21)c1cncc(Br)c1,6%,4%,-15%,11,27%,1%[46.1 µM],0%,2%,-14%,-2%
Cc1ccc(C(=O)Nc2nnc(SCC(=O)N3CCCc4ccccc43)s2)cc1,1%,-8%,-30%,-14,2%,8%[46.1 µM],-1%,-6%,?,29%
Cc1ccc(C(=O)OCC(=O)NCc2ccc3c(c2)OCO3)s1,-3%,0%,-6%,-4,-9%,-2%,1%,-4%,-6%,15%

# Shown as tab-separated lines: four of the compounds above.
SMILES	CXXC DNA block	A-T KAP1 phos	Menin MLL FP TR	TSHR antagonist	Integrin act MD	TCR act	TSG101-PTAP inh	S-ASM inh	MBNL1 CUG block	Mito fusion act
CCOc1ccc(/C=C/C(=O)Nc2ccccc2C(F)(F)F)cc1	-5%	-2%	-2%	-14	15%	2%[46.1 µM]	1%	1%	·	-5%
CCOc1ccc(NC(=O)c2sccc2-n2cccc2)cc1	-3%	1%	1%	-2	-14%	6%	0%	-13%	7%	3%
CSc1ncccc1C(=O)OCC(=O)NCc1ccccc1	·	0%	·	-12	-8%	0%	-1%	-1%	·	5%
Cc1cc(C)n2c(SCCC(C)C)nnc2n1	2%	6%	-10%	3	19%	-1%	-1%	1%	-13%	7%

# Further entries follow:
SMILES,CXXC DNA block,A-T KAP1 phos,Menin MLL FP TR,TSHR antagonist,Integrin act MD,TCR act,TSG101-PTAP inh,S-ASM inh,MBNL1 CUG block,Mito fusion act
O=C(O)c1cccc(N2C(=O)c3ccc(Oc4ccc(Cl)cc4)cc3C2=O)c1,-16%,5%,?,-22,12%,2%,-4%,1%,?,0%
CCC(=O)c1cn(CC(=O)Nc2ccccc2)c2ccccc12,-11%,-10%,11%,1,7%,·,-2%,4%,44%[activator],-1%
COc1ccc(NC(=O)N2CCCCCC2)c(OC)c1,0%,-5%,3%,-3,19%,0%,2%,3%,-3%,0%
CCCCNc1cc(C(=O)O)cc(S(N)(=O)=O)c1Oc1ccccc1,0%,-20%,10%,6&25,·,-8%,0%,10%,?,-41%&-2%[inhibitor]
CC(=O)NCCc1ccc(S(=O)(=O)NC2OC(=O)c3ccccc32)cc1 (stereo not drawn),-18%,-3%,-6%,0,-10%,3%,5%,3%,3%,0%
CC(=O)OC(C(=O)n1nc(C)cc1C)c1ccccc1 (stereo not drawn),-1%,·,-21%,·,8%,-2%,0%,0%,-6%,-3%
CCC1S/C(=C(\C#N)C(=O)NCc2ccco2)N(c2ccc(F)cc2)C1=O (stereo not drawn),16%,2%,-1%,-3,-23%,-2%,-1%,0%,-9%,-4%
CCN(CC)CCCNC(=O)c1ccc(S(=O)(=O)Nc2ccc(C)c(C)c2)cc1,·,-4%,·,3,-15%,4%,0%,-2%,·,-8%
CN(c1cccc(NC(=O)CN(c2ccc(Cl)c(Cl)c2)S(=O)(=O)c2ccccc2)c1)S(C)(=O)=O,4%,5%,4%,-6,2%,3%[46.1 µM],-1%,-11%,-2%,-1%
COc1ccc(-c2sccc2C(C)C(=O)O)cc1 (stereo not drawn),-2%,-5%,1%,11,2%,-1%,-9%,7%,-10%,3%
N#Cc1ccc(C23CC4(C2)[C@H](CN(Cc2ccc(-c5ccccc5)cc2)[C@@H]4c2ccccc2)C3c2ccc(C(F)(F)F)cc2)cc1 (stereo partly drawn),6%,6%,11%,-4,-15%,-8%,-1%,0%,-5%,11%
CCCS(=O)(=O)N1CCN(CC2CC3C=CC2C3)CC1 (stereo not drawn),1%,-1%,-1%,2,13%,1%,-6%,7%,6%,-2%
CCOc1ccc(NC(=O)N2CCC(n3c(=O)[nH]c4ccccc43)CC2)cc1,4%,5%,-2%,-7,10%,1%,-6%,0%,-9%,-2%
c1ccc(CSc2n[nH]c(-c3ccco3)n2)cc1,0%,4%,16%,1,11%,·,-4%,3%,-1%,-1%
O=C(O)CNC(=S)N(Cc1ccccc1)Cc1cccs1,5%,0%,13%,12,1%,-6%,-3%,3%,-1%,-5%
CN(C)CCNC(=O)c1cccc2ccc(-c3ccc(-c4ccccc4)cc3)nc12,·,·,·,·,0%,-1%,-1%,-2%,·,·
O=C1CC(=O)NC(SCC(=O)Nc2ccccc2[N+](=O)[O-])=N1,21%,-1%,12%,-17,2%,-2%,-5%,-2%,?,-2%
CCCN(CC(=O)Nc1ccc(F)c(F)c1F)C(=O)CCc1nc2ccccc2c(=O)[nH]1,·,3%,·,21,10%,6%,-1%,-4%,·,-2%
COC(=O)c1ccc(C(=O)Nc2ccc(C(C)C)cc2N)cc1,7%,-1%,9%,-3,8%,2%,-1%,-2%,-3%,-3%
CC(C)N(CCCNC(=O)C1CCN(S(=O)(=O)N2CCOCC2)CC1)Cc1ccccc1,10%,1%,-14%,3,-9%,2%,-2%,0%,-1%,-1%
CCOc1ccc(NC(=O)C2CSC(c3ccncc3)=N2)cc1 (stereo not drawn),0%,-7%,1%,-3,8%,0%,0%,3%,3%,-1%
COc1ccccc1N1CCN(C(=O)CCSCc2ccccc2F)CC1,6%,4%,-8%,-10,10%,5%,1%,1%,-7%,-6%
C=CCn1c(SCC(=O)Nc2sccc2C(N)=O)nc2sc(C)c(C)c2c1=O,6%,-4%,-3%,1,-44%,-3%,-4%,4%,?,13%
Cc1cc(C)c2cc(C#N)c(SCC(=O)Nc3cc(C)on3)nc2c1,9%,-7%,·,7,21%,-4%,0%,4%,10%,-2%
CC(=O)NCCn1c(SCc2ccccc2F)nc2ccccc2c1=O,-9%,0%,?,4,-26%[7.66 µM],-1%,-1%,-4%,-10%,5%

# Screening data deposited in PubChem by National Center for Advancing Translational Sciences (NCATS).
